Bioassay records from PubChem.
Vif-APOBEC3G blk: Vif-A3G binding inhibition; HeLa A3G-eYFP + Vif (tagged APOBEC3G with the HIV-1 protein that degrades it), YFP fluorescence, overnight; Potency, µM (titrated, usually from 46.1 µM), without a hit: top-dose activity, negative = active, usual class: inhibitors; 0.076% of 410,000 active;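 also: potency is read from the fitted curve at half-maximal effect; % is scaled to controls: 0 for no effect and ±100 for the full control effect; nearly all actives have a fitted effect of over 60% in size; hits raise eYFP signal because A3G escapes Vif-driven loss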
Target sequence (Q9HC16 whole entry, looked up): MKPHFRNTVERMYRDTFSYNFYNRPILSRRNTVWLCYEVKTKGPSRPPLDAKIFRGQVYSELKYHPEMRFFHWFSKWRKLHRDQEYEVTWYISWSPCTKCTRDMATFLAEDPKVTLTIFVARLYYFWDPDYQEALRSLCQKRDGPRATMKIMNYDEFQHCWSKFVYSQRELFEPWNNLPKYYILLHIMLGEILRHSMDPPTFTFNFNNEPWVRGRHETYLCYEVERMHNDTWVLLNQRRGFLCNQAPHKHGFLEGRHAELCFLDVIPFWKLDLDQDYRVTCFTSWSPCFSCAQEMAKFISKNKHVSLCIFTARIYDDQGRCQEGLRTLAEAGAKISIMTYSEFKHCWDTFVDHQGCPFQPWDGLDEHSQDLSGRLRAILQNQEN
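Read-out is eYFP fluorescence (Ex 488/Em 500-530) from Vif-expressing HeLa A3G-eYFP cells; more signal means A3G escaped Vif-mediated degradation. Cells plated overnight, compound pinned in, incubated overnight at 37 deg C.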
ERG-DNA inh: inhibitors of human ERG Ets domain-DNA interaction. AID 624246. Potency, µM (series often up to 76.9 µM), without a hit: at the top dose FP activity, negative = inhibition, usual class: inhibitors. 0.028% of 370,000 active. fluorescence polarization, His-ERG Ets domain / labelled DNA. P11308; active = well fitted inhibition curve with a large enough effect in the polarisation, with a control signal flat; inconclusive = small, poorly fitted or top-dose-only effect, or effect the other way, or a change in a side signal; inactive = no such curve, though single readings can be large or run the other way; the % refers to the polarisation;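 also: polarization taken with two DNA probes labelled with fluorescein and Texas red; potency is read from the fitted curve at half-maximal effect; % of control where 0% means no effect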
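His-tagged ERG Ets domain (1 uM in the protein solution; 300mM KCl, 50mM Tris-HCl, 1mM EDTA, 1mM DTT, pH 7.5) received compound, then a probe mix of 5 nM fluorescein-DNA and 100nM Texas-615-DNA. Fluorescence polarization was read for both dyes.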
LDHA block: blocks human lactate dehydrogenase A; P00338; purified LDHA, NADH/diaphorase-resazurin fluorescence; stronger effect = lower value; activity change, % (values are at about 110 or 230 µM); 0.15% of 480,000 active; in the data active = activity change below about -30%; inconclusive = mostly about -25% to -30%;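 also: plate controls were DMSO wells for no effect and wells without enzyme for full effect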
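Human LDH5 at 2 nM final in Tris HCl pH 7.4 with 0.06 mM NADH and 0.2 mM pyruvate, reacted 5 minutes at room temperature. Remaining NADH coupled via diaphorase/resazurin; resorufin fluorescence read at 0 and 20 minutes, normalized to enzyme-free and DMSO wells.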
RGS4 inh: inhibitors of human regulator of G protein signaling 4; Transcreener GDP fluorescence polarization, RGS4-accelerated GTP hydrolysis; 0.039% of 390,000 active; AID 504845; Potency, µM (titrated, usually from 114 µM), inactives show at the top dose activity change, negative = inhibition, actives largely listed as inhibitors; also: potency is read from the fitted curve at half-maximal effect; % is scaled to controls: 0 for no effect and ±100 for the full control effect; nearly all actives have a fitted effect of over 75% in size; some results filed as inactive show a strong effect at the top dose
Target sequence (P49798 whole entry, looked up): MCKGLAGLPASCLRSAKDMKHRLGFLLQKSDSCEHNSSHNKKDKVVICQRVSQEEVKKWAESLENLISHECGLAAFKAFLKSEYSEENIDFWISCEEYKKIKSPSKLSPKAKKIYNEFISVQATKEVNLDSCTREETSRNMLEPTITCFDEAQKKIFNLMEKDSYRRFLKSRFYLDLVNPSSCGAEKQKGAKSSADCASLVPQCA
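MLSMR compounds (23 nl, pin-transferred) preincubated 10 min at room temperature with a 500nM (2x) first reagent, then RGS4 at 900nM (2x) plus Transcreener GDP mix added; fluorescence polarization (620/688 nm) read before and after 90 min at 30 °C.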
D2 antagonist: antagonists of human D2 dopamine receptor; P14416; HEK293 TREx D2 cells, calcium flux, dopamine EC80; inhibition, % at 10 µM; 2% of 340,000 active; AID 485344; in the data active = inhibition above about 30%; also: 0% is about no effect
Target sequence (P14416 whole entry, looked up): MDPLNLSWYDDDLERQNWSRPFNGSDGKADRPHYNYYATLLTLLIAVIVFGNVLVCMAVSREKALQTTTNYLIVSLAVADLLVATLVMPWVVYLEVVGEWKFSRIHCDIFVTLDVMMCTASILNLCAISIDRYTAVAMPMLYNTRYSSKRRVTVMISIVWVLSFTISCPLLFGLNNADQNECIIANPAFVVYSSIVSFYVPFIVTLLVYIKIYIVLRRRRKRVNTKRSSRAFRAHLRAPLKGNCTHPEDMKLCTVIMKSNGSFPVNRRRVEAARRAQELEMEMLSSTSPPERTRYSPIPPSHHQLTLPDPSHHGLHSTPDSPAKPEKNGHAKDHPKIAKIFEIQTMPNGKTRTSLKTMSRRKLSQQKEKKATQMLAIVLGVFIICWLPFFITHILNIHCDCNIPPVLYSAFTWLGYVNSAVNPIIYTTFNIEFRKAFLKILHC
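Tetracycline-induced HEK293 T-REx cells expressing D2 force-coupled to calcium signalling were dye-loaded, exposed to compound for 180 s, then challenged with an EC80 of dopamine; calcium flux was followed kinetically for a further 180 s.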
12-LOX inh: inhibitors of human 12S-lipoxygenase ALOX12; 1.1% of 580,000 active; Potency, µM (series often up to 108 µM), without a hit: at the highest dose activity change, negative = inhibition, usual class: inhibitors; purified 12hLO, xylenol orange hydroperoxide absorbance; also: potency is read from the fitted curve at half-maximal effect; % is scaled to controls: 0 for no effect and ±100 for the full control effect
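Hydroperoxide product was detected by ferrous iron/xylenol orange as the 573 to 405 nm absorbance ratio. Arachidonic acid at 40 uM (final) was turned over for 30 min at room temperature by 150 nM human 12hLO, pH 7.0 Hepes buffer, after 15 min compound preincubation.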
Glioma ERSR ind: inducers of ER stress response in human glioma cells; U87-MG GRP78 promoter luciferase reporter, 16 h; Potency, µM, for inactives: top-dose activation, actives largely listed as activators; 0.02% of 420,000 active; also: potency is read from the fitted curve at half-maximal effect; series mostly up to about 76 µM; % of control where 0% means no effect; nearly all actives have a fitted effect of over 35% in size
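ERSR induction read as luciferase luminescence (Bright-Glo, 10 min at room temperature) in stably transfected human U87-MG glioma cells exposed to compounds for 16 h, using GRP78 as sensor.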
Vif-A3F inh: inhibitors of Vif-A3F interaction; HeLa A3F-eYFP + Vif (tagged APOBEC3F with the HIV-1 protein that degrades it), YFP fluorescence increase; Potency, µM (series often up to 46.1 µM), without a hit: at the highest dose activity, negative = active; 0.2% of 390,000 active; AID 602313; also: potency is read from the fitted curve at half-maximal effect; % of control where 0% means no effect; nearly all actives have a fitted effect of over 65% in size
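HeLa cells stably expressing A3F-eYFP plus Vif, plated and incubated overnight at 37 deg C, then exposed to compounds overnight at 37 deg C. Blocked degradation read as raised yellow fluorescence (Ex 488/Em 500-530).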
D2 ag: agonists of human D2 dopamine receptor. HEK293 T-REx D2 cells, calcium flux agonist mode. activation, % at 2 µM. 0.53% of 340,000 active. AID 485358;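 active = activation over 3 SD above normal in the single-dose calcium agonist read, cut at about 30% in these data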; also: 0% is about no effect
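In this primary screen, compounds producing a positive calcium signal within 180 s of addition to tetracycline-induced, force-coupled HEK293 Trex D2 cells are flagged; cells are dye-loaded with a no-wash calcium kit beforehand.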
* marks the source's active call; other numbers are inactive results; ? = inconclusive; . = not tested or not shown; & = joins results of further samples; [ ] = dose if it differs, or a comment. Unless noted, calls follow the shape of the dose curve; as a rule, active = well fitted curve in the direction sought with a large enough effect; inconclusive = small, poorly fitted or top-dose-only effect, or another doubt; inactive = no such curve, though single readings can be large; an effect the other way counts as inactive or inconclusive. These rows are one share of the data. The share of hits here may be higher or lower than overall.

item | SMILES | LDHA block | Glioma ERSR ind | ERG-DNA inh | Vif-A3F inh | D2 antagonist | Vif-APOBEC3G blk | RGS4 inh | 12-LOX inh | D2 ag
1 | O=C(/C=C/c1cccc([N+](=O)[O-])c1)NCCN1CCOCC1 | -2 | -4% | . | 2% | . | 0% | -5% | 26% | .
2 | CC(C)CCNC(=O)CN(Cc1ccco1)C(=O)CCC(=O)Nc1nccs1 | -7 | -4% | -3% | -2% | 11 | -7% | -4% | 10% | 0.4
3 | CCc1ccc(NC(=O)CSc2ccccn2)cc1 | -8 | 4% | -2% | 10% | 11 | 0% | 21% | -2% | 1.7
4 | Cc1ccc(S(=O)(=O)N2[C@@H](c3ccc(Cl)cc3)C(C(=O)O)=CC[C@H]2c2cccc(C)c2)cc1 | -11 | -5% | -7% | -3% | . | 1% | -10% | -24% | .
5 | O=C1c2ccccc2-c2c1cccc2C(=O)N(CCO)CCO | -2 | -3% | 1% | 2% | 5 | 0% | -7% | 0% | 0.7
6 | S=C(Nc1ccc(Br)cc1Cl)Nn1cnnc1 | -10 | 4% | -5% | 9% | -10 | 2% | -37% | ? | -1.4
7 | CCOC(=O)C1CCCN(C(=O)c2cc(OC)ccc2Br)CC1 (configuration not stated) | -5 | -2% | . | . | . | 3% | . | 1% | .
8 | CCN(C[C@H]1N[C@@](C)(C(=O)OC)[C@H]2C(=O)N(C)C(=O)[C@@H]12)C(C)=O | -2 | -2% | -2% | 0% | . | -3% | -1% | -17% | .
9 | COc1cccc(C2c3c(oc4cc(C)cc(C)c4c3=O)C(=O)N2CCc2ccc(OC)c(OC)c2)c1 (configuration not stated) | -3 | . | 0% | . | . | . | 11% | ? | .
10 | O=S1(=O)N=C(Nc2ccc(N3CCOCC3)c(Cl)c2)c2ccccc21 | -4 | -2% | -3% | -7% | -5 | 1% | -2% | 7% | 1.7
11 | C[C@@H]1C(=O)O[C@@H]2[C@H](O)C34[C@H]5C[C@@H](C(C)(C)C)C36[C@H](OC(=O)[C@@H]6O)OC4(C(=O)O5)[C@@]12O (some centres not stated) | -9 | -3% | 0% | 0% | 0 | 7% | 7% | ? | 1.3
12 | COc1cc(NC(=O)c2ccc(C)c(Cl)c2)ccc1NC(=O)c1cc2ccccc2o1 | -2 | -3% | -10% | -4% | . | 4% | -19% | ? | 1.4
13 | O=C(/C=C/c1ccc([N+](=O)[O-])cc1)Oc1ccc(/C=N/NC(=O)c2ccncc2)cc1 | -11 | -5% | 79%[activator] | 2% | -21 | 0% | ? | 23% | -1.0
14 | N#CC(c1ccc(Cl)cc1)N1CCOCC1 (configuration not stated) | -3 | -1% | -2% | 0% | 0 | 2% | 12% | 4% | 0.5
15 | O=C(Cc1ccccc1)Nc1ccc(F)cc1 | -3 | 4% | -5% | 1% | 11 | -2% | 4% | -19% | 0.1
16 | CCOC(=O)CC1C(=O)NCCN1C(=O)c1ccc(Cl)cc1Cl (configuration not stated) | -3 | -2% | 2% | 0% | -37 | -1% | -3% | 10% | 1.5
17 | Cc1nc2cc(NC(=O)N3CCCC3)ccc2n1C | -1 | -2% | -9% | 1% | 10 | 2% | -27% | 54%[activator] | -0.1
18 | COc1ccc(Cn2c(SCc3ccc(C(=O)NC(C)c4ccccc4)cc3)nc3cccnc32)cc1 (configuration not stated) | -4 | -5% | 7% | -1% | . | -3% | -9% | 1% | 0.2
19 | O=C(COc1ccc(Cl)cc1Cl)NC(=O)c1ccccc1 | 0 | -3% | -3% | -2% | 0 | 2% | -15% | -4% | 0.8
20 | COc1ccccc1N(CC(=O)NCC1CCCO1)C(=O)CNS(=O)(=O)c1ccc(C)cc1 (configuration not stated) | -2 | -3% | 8% | -10% | -18 | 0% | -8% | -11% | -0.1
21 | CC(CNC(=O)Cn1ccc2cc(S(=O)(=O)N3CCCCC3)ccc21)c1ccccc1 (configuration not stated) | 2 | -3% | 8% | 0% | . | 0% | 0% | ? | 0.6
22 | Cn1cccc1C1(C(F)(F)F)NCCNC1=O (configuration not stated) | 5 | -3% | 16% | 7% | 1 | -1% | -9% | 0% | 0.9
23 | C/C(=N\Nc1cc(-c2ccccc2)nc(-c2ccc(Br)cc2)n1)c1cccc(N)c1 | -1 | 5% | 4% | -2% | . | -5% | 12% | 10% | .
24 | COc1ccc2c(CN3CCN(c4ccccc4OC)CC3)cc(=O)oc2c1 | 5&-6 | -2% | . | . | . | 0% | . | ? | .
25 | CCNC(=O)C1(C)CCCN(Cc2ccc3ccccc3c2Br)C1 (configuration not stated) | -5 | -2% | . | . | . | 1% | . | -2% | .
26 | O=C(O)[C@@H]1CC(O)CN1C(=O)CCc1c[nH]c2ccccc12 (some centres not stated) | -1 | 1% | 9% | 7% | -9 | -4% | -7%[56.9 µM] | -11% | -1.6
27 | CCOc1ccccc1NC(=O)c1cc2cc(C)ccc2n1C | 36&1 | -3% | -1% | 4% | . | ? | 10% | 1%&-4% | -0.5
28 | Cc1ccc(NC(=O)c2cnc3cc(C)ccn3c2=O)c(C)c1 | 0 | -2% | 1% | 3% | . | -7% | 7% | -21% | 0.1
29 | N/C(=N\S(=O)(=O)c1ccc(Cl)cc1)N1CCOCC1 | 0 | -10% | -8% | 3% | -2 | 0% | -20% | ? | -1.2
30 | COc1ccc(CCNC(=O)COc2ccc(S(=O)(=O)N3CCOCC3)cc2)cc1OC | -3 | -1% | . | -1% | 21 | 1% | 10% | 1% | 0.1
31 | O=C(O)CSc1c2c(nc3cc(C(=O)Nc4cccc(C(F)(F)F)c4)ccc13)CCCC2 | -6 | -1% | 4% | -9% | -6 | -1% | -20% | -25% | 0.2
32 | CCn1nc(NC(=O)c2ccco2)c2cc3cc(C)ccc3nc21 | -2 | -2% | 3% | 6% | -15 | -5% | -6% | ? | 1.0
33 | CCCNC(=O)CSc1ccc(S(=O)(=O)N2CCCCC2)cn1 | -3 | -3% | 14% | 7% | 0 | 0% | -33% | -1% | 0.6
34 | COC(=O)COc1cccc2c(=O)n(CC(=O)NCc3ccc(F)cc3)ccc12 | -13 | -5% | -8% | -27% | -8 | ? | 5% | 21% | -0.2
35 | CCOC(=O)C(Cc1c(F)cccc1Cl)c1ccnc2nc(N)nn12 (configuration not stated) | -3 | 4% | -9% | 5% | 0 | 1% | 4%[56.9 µM] | 2% | 0.3
36 | COc1ccc(-c2csc(C(O)c3ccc(F)c(OC)c3)n2)cc1 (configuration not stated) | -9 | -1% | . | . | . | -19% | . | -2% | .
37 | Cc1noc(C)c1C(=O)OCC(=O)Nc1cccc(S(=O)(=O)N(C)C)c1 | -2 | 1% | -2% | -2% | 11 | 1% | -13% | -4% | -2.5
38 | O=C(Nc1c(C(=O)N2CCN(c3ccc(F)cc3)CC2)oc2ccccc12)c1c(F)cccc1F | -6 | -1% | 3% | 9% | . | 1% | 2% | -17% | 0.7
39 | CCc1ccc(OC(C)C(=O)Nc2ccccc2C(=O)N2CCOCC2)cc1 (configuration not stated) | -5 | -3% | 1% | ? | 23 | 3% | 12% | -14% | 0.8
40 | COC(=O)c1ccc(S(=O)(=O)NCCc2ccccc2OC)n1C | -6 | -6% | -1% | -5% | 7 | 1% | -14% | 4% | 8.6

Some of the entries so far, with two lines to a compound.
The line under a structure holds: LDHA block	Glioma ERSR ind	ERG-DNA inh	Vif-A3F inh	D2 antagonist	Vif-APOBEC3G blk	RGS4 inh	12-LOX inh	D2 ag
14	N#CC(c1ccc(Cl)cc1)N1CCOCC1 (configuration not stated)
 : -3	-1%	-2%	0%	0	2%	12%	4%	0.5
15	O=C(Cc1ccccc1)Nc1ccc(F)cc1
 : -3	4%	-5%	1%	11	-2%	4%	-19%	0.1
16	CCOC(=O)CC1C(=O)NCCN1C(=O)c1ccc(Cl)cc1Cl (configuration not stated)
 : -3	-2%	2%	0%	-37	-1%	-3%	10%	1.5
17	Cc1nc2cc(NC(=O)N3CCCC3)ccc2n1C
 : -1	-2%	-9%	1%	10	2%	-27%	54%[activator]	-0.1
18	COc1ccc(Cn2c(SCc3ccc(C(=O)NC(C)c4ccccc4)cc3)nc3cccnc32)cc1 (configuration not stated)
 : -4	-5%	7%	-1%	.	-3%	-9%	1%	0.2

4 records picked at random from those above, as already listed:
item | SMILES | LDHA block | Glioma ERSR ind | ERG-DNA inh | Vif-A3F inh | D2 antagonist | Vif-APOBEC3G blk | RGS4 inh | 12-LOX inh | D2 ag
26 | O=C(O)[C@@H]1CC(O)CN1C(=O)CCc1c[nH]c2ccccc12 (some centres not stated) | -1 | 1% | 9% | 7% | -9 | -4% | -7%[56.9 µM] | -11% | -1.6
25 | CCNC(=O)C1(C)CCCN(Cc2ccc3ccccc3c2Br)C1 (configuration not stated) | -5 | -2% | . | . | . | 1% | . | -2% | .
37 | Cc1noc(C)c1C(=O)OCC(=O)Nc1cccc(S(=O)(=O)N(C)C)c1 | -2 | 1% | -2% | -2% | 11 | 1% | -13% | -4% | -2.5
29 | N/C(=N\S(=O)(=O)c1ccc(Cl)cc1)N1CCOCC1 | 0 | -10% | -8% | 3% | -2 | 0% | -20% | ? | -1.2
